From PubChem BioAssay
NR3A LBD binder = modulators (binders) of human NR3A ligand-binding domain. NR3A LBD differential scanning fluorimetry, Tm shift; 0% = protein alone, 100% = glycine-bound protein. Tm shift relative to glycine control, % at 25 µM. 340,000 compounds, 2.5% hits. AID 1259313;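 active = melting temperature shift of at least 10% of the positive control shift, at one fixed dose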
APOBEC3A inh = inhibitors of human APOBEC3A DNA deaminase; 330,000 compounds, 0.41% hits; P31941; inhibition, % at 20 µM; recombinant A3A, FAM/TAMRA ssDNA deamination fluorescence;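 active = at least 40% inhibition at 20 µM here, with at most 30% in a related deaminase screen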;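 note: plate controls were A3A with DMSO for no effect and wells lacking A3A enzyme for full effect; some results filed as inactive read as strong as hits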
Target sequence (P31941 whole entry, looked up): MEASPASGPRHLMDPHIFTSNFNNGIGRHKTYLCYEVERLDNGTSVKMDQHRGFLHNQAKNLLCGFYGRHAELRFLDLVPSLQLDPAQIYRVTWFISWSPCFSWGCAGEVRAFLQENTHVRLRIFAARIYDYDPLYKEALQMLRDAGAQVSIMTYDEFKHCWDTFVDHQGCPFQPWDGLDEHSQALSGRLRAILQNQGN
EBI2 antag = blocks human EBI2 receptor beta-arrestin signaling; EBI2 beta-arrestin recruitment, luminescence, 7a,25-OHC stimulated; inhibition, % at 5 µM; 360,000 compounds, 0.81% hits; in the data active = inhibition above about 38%;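 note: enzyme fragment complementation signal reports receptor beta-arrestin coupling in cells; 0% = agonist plus DMSO wells and 100% = wells without agonist; some results beyond the cut were filed as inactive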
CXCR6 block = blocks human CXCR6 beta-arrestin recruitment. O00574. CHO-K1 PathHunter CXCR6 beta-arrestin, luminescence. inhibition, % at 20 µM. 360,000 compounds, 0.36% hits; in the data active = inhibition above about 34%, passing the limit was not always enough;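 note: antagonist mode with CXCL16 agonist at 10 nM final; 0% = 10 nM CXCL16 with DMSO and 100% = unstimulated wells without agonist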
MPTP block = blocks calcium-induced mitochondrial swelling. isolated mouse mitochondria, Ca2+ swelling absorbance, 30 min. 360,000 compounds, 1.4% hits. AID 602449. inhibition, % at 10 µM;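 active = inhibition of 50% or more, scaled per plate between neutral and stimulator controls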;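 note: 0% = DMSO wells given calcium and 100% = 1 mM EGTA wells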
CCR6 antag = blocks CCL20-driven beta-arrestin recruitment at human CCR6; CHO-K1 CCR6 PathHunter beta-arrestin, luminescence, CCL20-stimulated; P51684; AID 493098; inhibition, % at 20 µM; 340,000 compounds, 0.49% hits;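 active = compounds whose inhibition of the agonist-driven luminescence signal at 20 µM reaches about 50%, limit read from the data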;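 note: cells stimulated with CCL20 at 14 nM final; plate controls were DMSO with CCL20 for no effect and DMSO without agonist for full effect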
Target sequence (P51684 whole entry, looked up): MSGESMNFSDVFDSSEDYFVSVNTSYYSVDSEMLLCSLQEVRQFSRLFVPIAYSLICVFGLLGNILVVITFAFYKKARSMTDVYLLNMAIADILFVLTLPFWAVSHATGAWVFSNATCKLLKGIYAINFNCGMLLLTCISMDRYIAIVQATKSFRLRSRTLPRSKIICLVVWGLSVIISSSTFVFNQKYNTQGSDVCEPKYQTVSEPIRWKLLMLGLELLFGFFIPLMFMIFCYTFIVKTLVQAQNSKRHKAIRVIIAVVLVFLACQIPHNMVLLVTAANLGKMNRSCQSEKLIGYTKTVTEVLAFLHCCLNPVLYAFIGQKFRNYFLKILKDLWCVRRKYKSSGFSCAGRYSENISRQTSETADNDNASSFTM
A3G deaminase = APOBEC3G (human) deaminase inhibition; Q9HC16; recombinant A3G, ssDNA deamination FAM/TAMRA fluorescence; inhibition, % at 20 µM; 330,000 compounds, 0.28% hits;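 active = inhibition of at least 40% at 20 µM, with no more than 30% in the related APOBEC3A deaminase screen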;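 note: plate controls were DMSO wells with A3G for no effect and wells lacking A3G enzyme for full effect; some compounds called inactive have numbers as strong as hits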
Target sequence (Q9HC16 whole entry, looked up): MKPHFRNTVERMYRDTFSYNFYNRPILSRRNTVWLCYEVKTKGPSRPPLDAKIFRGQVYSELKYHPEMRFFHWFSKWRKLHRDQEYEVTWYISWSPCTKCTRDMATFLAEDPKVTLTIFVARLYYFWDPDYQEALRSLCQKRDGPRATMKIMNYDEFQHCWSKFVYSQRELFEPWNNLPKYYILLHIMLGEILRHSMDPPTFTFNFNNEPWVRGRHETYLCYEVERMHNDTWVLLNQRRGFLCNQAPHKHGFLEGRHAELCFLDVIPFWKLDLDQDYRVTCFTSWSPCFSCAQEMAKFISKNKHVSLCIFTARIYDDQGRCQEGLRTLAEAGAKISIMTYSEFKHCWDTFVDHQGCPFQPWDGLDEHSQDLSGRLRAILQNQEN
Gli-Sufu block = antagonists of Gli-Sufu signaling; AID 588413; 340,000 compounds, 0.74% hits; inhibition, % at 5 µM; Sufu-KO-LIGHT fibroblasts, Gli luciferase reporter luminescence;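 active = inhibition above about 55%, limit read from the data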;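 note: 0% = DMSO-treated cells and 100% = wells with medium but no cells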
* marks the source's active call; other numbers are inactive results; / = not tested or not shown.

SMILES	NR3A LBD binder	APOBEC3A inh	EBI2 antag	CXCR6 block	MPTP block	CCR6 antag	A3G deaminase	Gli-Sufu block
CCn1nc(C)c(CNC(=O)C2CCC(=O)N(Cc3ccc(Cl)cc3)C2)c1C (centres undefined)	1.8	-3.1	-0.9	10.7	0.8	1.2	-4.9	-14.1
Cc1cc(C(=O)N/N=C/c2ccc[nH]2)n[nH]1	2.2	-2.7	-5.9	1.9	-1.2	7.8	-5.6	9.2
CCc1cccc(NC(=S)N(CCCN2CCOCC2)C(C)c2cc3cccc(OC)c3o2)c1 (centres undefined)	1.8	-1.9	2.8	6.8	1.4	15.4	-7.9	0.1
CC1CCN(c2ncnc3c2cnn3Cc2ccc(Cl)cc2)CC1	1.7	-2.5	-3.1	-6.4	-0.7	11.7	-2.0	-7.4
Cc1ccc(OCc2nnc(SCc3ccc(C#N)cc3)n2-c2ccc(C)cc2)cc1	-1.0	0.3	20.6	14.3	1.0	20.3	-6.3	7.6
CSCCC(NS(=O)(=O)c1cccc(C(F)(F)F)c1)C(=O)Nc1ccccc1N1CCCC1 (centres undefined)	-1.2	-3.8	18.0	4.4	1.5	14.0	-6.2	3.8
O=C(CSc1nnc(-c2cnccn2)n1Cc1ccco1)Nc1ccc(Br)cc1	-0.6	-3.9	2.3	-3.8	-0.2	3.6	-4.8	0.7
COc1ccc(C(=O)NCC(=O)OCc2ccc(F)cc2Cl)cc1OC	-1.1	9.7	-1.3	3.7	0.4	-1.1	2.6	-2.1
CCN(CC)S(=O)(=O)c1cc(Cl)ccc1OC	0.7	-2.2	-10.5	7.2	-0.7	-7.4	-2.3	-4.0
N#CC12CCCCC1CC1CCCCC1(C#N)N2N (centres undefined)	-1.7	-0.9	-8.2	-10.6	2.9	-0.2	-5.2	-1.0
CCN(CC)c1ccc(C(=O)NNC(=O)CNC(=O)c2ccco2)cc1	-1.0	-7.6	0.9	6.3	-0.3	4.4	-9.8	-1.3
CCC(Cc1ccccc1)NC(=O)C1CC1 (centres undefined)	0.1	-2.8	-7.5	-5.1	-0.6	7.8	-8.6	-1.0
Cc1nn(Cc2nnc(SCC(=O)Nc3ccc(Cl)cc3)n2C)c(C)c1[N+](=O)[O-]	1.2	-0.5	-1.9	6.7	2.6	13.4	-5.2	-4.5
CCN(c1ccccc1)S(=O)(=O)c1ccc(OC)c(NC(=O)c2ccccc2OC)c1	-1.0	0.6	14.2	-2.5	-1.9	3.9	-4.8	39.3
CS(=O)(=O)c1ccc2nc(NC(=O)c3cc(-c4ccccc4)nn3-c3ccccc3)sc2c1	1.8	0.6	18.1	4.9	2.4	4.1	-1.5	-0.1
COc1ccc(CCC(=O)N(C)CC(=O)Nc2ccc(N3CCOCC3)cc2)cc1	0.9	1.5	-5.4	-2.3	0.3	0.9	-10.2	-9.5
CC(C)N1C(=O)CCC1C(=O)N1CCCc2ccccc21 (centres undefined)	1.5	1.5	-5.0	-3.7	-0.6	-0.2	-3.2	7.8
O=C(CN1CCCc2ccccc21)NC(=O)NC1CCCCC1	2.1	-1.4	3.1	1.0	-0.4	13.8	-4.6	10.0
C/C(N)=C(/C#N)C(=O)COC(=O)c1ccc(O)cc1	-9.6	-4.3	-7.4	-5.2	0.7	14.2	-5.8	1.0
O=C(CSCc1ccccc1Br)N/N=C/c1ccc(OCC(=O)N2CCCCC2)cc1	-1.5	1.4	-1.7	-4.6	-0.3	6.1	1.1	-2.8
Cc1cc(O)cc(O)c1C(=O)Cc1cscn1	1.0	1.5	-6.8	-4.2	-0.5	-16.8	-0.1	6.2
S=C1NC2=C(CCC/C2=C\c2ccccc2)C(c2ccccc2)N1 (centres undefined)	-1.3	-5.0	10.0	7.6	-0.4	-9.0	-10.7	6.4
CS(=O)(=O)Nc1ccccc1C(=O)N1CCOCC1	-0.3	-0.7	5.9	-2.4	1.4	2.8	-0.7	-10.5
C=CCSc1nnc(-c2sc(-c3ccccc3)nc2C)n1C	1.1	1.4	-10.3	0.5	1.3	3.4	-8.6	-25.1
O=[N+]([O-])c1cccc(-c2ccc(C(=S)N3CCN(c4ccccc4)CC3)o2)c1	2.9	-4.9	0.9	3.7	4.0	6.9	-9.9	-2.9
Cn1c(Sc2ccc(C(=O)O)cc2[N+](=O)[O-])nnc1-c1ccccc1	-0.5	-0.3	-2.3	5.1	-3.3	2.2	-3.0	/
BrC(=C\c1ccccc1)/C=N/Nc1nc(N2CCOCC2)nc(N2CCOCC2)n1	-1.5	-1.6	-1.8	-4.3	0.8	6.6	-4.6	3.4
Cn1c(=O)c2c(nc(Br)n2CCCc2ccccc2)n(C)c1=O	-8.8	-5.5	0.0	-5.1	-0.1	-7.1	-5.5	5.9
COc1cc(OC)cc(C(=O)NNC(=O)CCC2CCCC2)c1	1.0	-2.1	-16.1	-2.5	0.3	6.2	-4.1	2.8
Oc1ccc2ccccc2c1N=Nc1ccc(F)cc1	-0.1	12.3	7.5	12.4	2.1	20.3	12.7	3.4
CCOc1ccc(-c2nnc3sc(COc4ccc(Cl)cc4)nn23)cc1	-3.4	-0.1	7.0	9.0	-0.1	-8.5	2.2	-1.1
O=C(Cc1ccccc1)NCC(=O)OCC(=O)c1ccccc1Cl	-1.2	-2.4	4.0	-1.0	-0.4	3.4	-1.2	10.4
C/C(=N\NC(=O)C(=O)N/N=C(\C)c1cccc(O)c1)c1cccc(O)c1	-1.4	2.4	-4.5	1.2	-1.1	-1.4	58.4*	-3.6
O=C(NC1CCCC1)c1ccc(CS(=O)Cc2ccccc2Cl)o1 (centres undefined)	0.5	1.9	-6.5	-6.7	-0.9	3.2	-0.6	3.6
Cc1ncc2c(c1OC(=O)c1ccc([N+](=O)[O-])cc1)COC(C)(C)OC2	-0.5	-6.5	-2.7	4.4	2.4	-12.6	-6.5	-14.0
Cn1nccc1C(=O)OCC(=O)Nc1ccc(S(N)(=O)=O)cc1	-2.4	-4.2	-6.3	-0.4	-0.8	3.0	-13.3	5.0
O=C(NC(=S)N1CCOCC1)c1ccccc1Cl	0.1	-0.5	-6.4	-6.6	2.7	-1.4	-10.0	-6.8
COc1ccc(-c2nnn(CC(=O)NCc3ccc4c(c3)OCO4)n2)cc1OC	-0.8	-1.2	-13.7	6.6	-1.3	7.9	-0.9	-1.4
O=C(Nc1ccc(F)cc1)Nc1nnc(Cc2ccccc2)s1	-3.0	-5.8	1.7	0.9	19.1	-4.1	3.6	1.8
Cc1cccc(C)c1NC(=O)CSc1ccc([N+](=O)[O-])cn1	0.3	0.7	-14.1	-1.1	0.9	-4.1	-4.2	-5.6
Cc1ccc(NC(=O)Cn2c3ccc(F)cc3c3nc4n(c(=O)c32)CCS4)cc1F	12.1*	-1.4	1.6	-3.4	-0.4	6.8	1.2	28.6
COc1ccc(OCC(=O)NC(=S)N2CCCc3ccccc32)cc1	1.9	1.0	6.2	-11.5	0.0	1.4	19.9	21.6
Cc1ccc(C)n1-c1ccc(C(=O)NCC2CCCO2)cc1 (centres undefined)	-0.7	1.0	-2.6	-10.7	-0.1	6.4	-1.7	4.3
CCOc1cccc(C2C(C(=O)c3cccs3)=C(O)C(=O)N2Cc2cccnc2)c1 (centres undefined)	-1.0	0.2	-8.9	-2.8	-2.7	13.1	-4.3	-17.3
COc1ccc(C(CC(=O)Nc2ncccc2C)N2Cc3ccccc3C2=O)cc1 (centres undefined)	-5.7	1.1	4.1	0.7	0.1	-8.4	-3.9	-6.2
CCOc1ccc(C(C)=O)cc1COC(=O)c1cc([N+](=O)[O-])ccc1N1CCOCC1	5.8	2.8	0.7	8.2	-2.7	18.3	1.0	11.9
Cc1cc(C)cc(C(=O)N2CCN=C2c2ccccc2)c1	0.3	-0.6	-9.2	-6.0	0.9	11.3	-1.2	-11.1
CC(Oc1ccc(-c2nnco2)cc1)C(=O)N1CCOCC1 (centres undefined)	-1.8	0.0	1.9	-6.5	-0.5	5.8	-2.6	-5.2
CCOc1ccc(C(C)NC(=S)NCc2ccc(F)cc2)cc1 (centres undefined)	-4.1	-2.8	10.2	-6.3	1.9	2.0	6.0	4.7
Cc1ccc(CN(CC(=O)NCCc2ccccc2)C(=O)CCCC(=O)Nc2cc(C)on2)cc1	1.5	-3.6	8.7	0.4	-0.4	17.5	-3.9	2.3
Cc1ccccc1C(=O)NC1CCS(=O)(=O)C1 (centres undefined)	0.6	-1.6	-0.5	-3.5	-3.1	0.2	-2.9	-0.3
O=C(CNC(=O)c1cccs1)NCC(=O)OCc1ccccc1Cl	-2.5	-2.8	-9.4	-2.2	-0.8	9.6	-8.8	0.0
CC(C)c1ccc(NC(=S)Nc2ccc3[nH]c(=O)[nH]c3c2)cc1	-2.0	-2.1	27.3	7.5	18.2	13.0	-4.3	-3.2
CCCCNC(=O)C1(c2ccc(OC)cc2)CCOCC1	-1.3	-2.6	0.4	1.8	1.1	-4.4	-4.4	5.7
COc1ccccc1NC(=O)CSc1nnnn1-c1ccc(F)cc1	-0.4	-1.4	-5.0	7.2	0.9	18.8	-6.6	-10.4
O=C(c1cccc(F)c1)N1CCC(O)(c2cccnc2)CC1	0.5	-0.8	-7.0	0.0	-2.3	-6.5	-3.3	-1.1
Cn1cc(Br)c(C(=O)Nc2nccs2)n1	1.2	-0.5	-3.9	-0.3	0.8	2.3	-0.2	-13.9
CCOC(=O)C1=C(CS(=O)(=O)c2ccccc2)NC(=O)NC1c1cc(OC)c(O)c(OC)c1 (centres undefined)	0.1	-1.4	-10.1	-11.7	-1.8	1.8	1.8	-3.4
Cc1cc(N2CCOCC2)ccc1/C=C\[N+](=O)[O-]	1.6	16.1	17.3	32.3	2.9	55.7*	-7.3	-0.8
CC1CC(=O)N(c2ccc(NCCc3ccc(O)cc3)c([N+](=O)[O-])c2)C1=O (centres undefined)	-5.3	-0.1	5.6	18.5	33.7	33.2	-7.4	-1.8
Additional structures.
SMILES	NR3A LBD binder	APOBEC3A inh	EBI2 antag	CXCR6 block	MPTP block	CCR6 antag	A3G deaminase	Gli-Sufu block
Nc1nonc1C(=O)N/N=C/c1cccc([N+](=O)[O-])c1	-5.4	-0.2	0.9	-5.2	1.9	-0.8	-1.6	-0.6
Oc1ccc(N=Cc2ccc(O)c(O)c2)cc1	-1.3	11.8	-10.7	-7.0	6.3	1.5	38.5	15.6
CC1CCCC=CC2CC(OC(=O)CN(C)C)CC2C(O)C=CC(=O)O1 (centres undefined)	-1.4	/	3.6	-0.5	-0.5	-0.7	/	60.3*
Cc1ccc(-c2nc(-c3cccnc3)no2)c(C)c1	1.6	-1.7	-8.2	-2.6	1.2	-0.1	-5.9	-110.3
CN(C)CCNC(=S)Nc1ccc(-c2nc3ccccc3[nH]2)cc1	5.0	2.4	-2.7	-9.2	-1.0	-10.3	-4.8	-45.0
CC1(C)C(=O)Nc2ccccc2N1C(=O)COC(=O)c1cc([N+](=O)[O-])ccc1N	-3.0	-3.4	4.0	-0.9	1.8	32.6	-5.9	1.3
Cc1ccc(C)c2[nH]c(=O)c(CN(CCCN(C)C)C(=O)NCc3ccccc3)cc12	2.4	2.9	6.2	-9.9	-5.8	4.3	4.2	-6.2
O=c1oc2ccccc2c(O)c1Sc1ccc(Cl)cc1	2.0	-1.3	9.9	-3.8	5.8	-11.8	-10.2	3.2
CCOc1cc(/C=N/O)ccc1OCc1ccc([N+](=O)[O-])cc1	-2.6	-2.5	-0.6	7.6	-0.8	-1.4	-8.7	-10.4

4 compounds already listed, sorted by SMILES length, low to high.
SMILES	NR3A LBD binder	APOBEC3A inh	EBI2 antag	CXCR6 block	MPTP block	CCR6 antag	A3G deaminase	Gli-Sufu block
Oc1ccc2ccccc2c1N=Nc1ccc(F)cc1	-0.1	12.3	7.5	12.4	2.1	20.3	12.7	3.4
O=c1oc2ccccc2c(O)c1Sc1ccc(Cl)cc1	2.0	-1.3	9.9	-3.8	5.8	-11.8	-10.2	3.2
O=C(CNC(=O)c1cccs1)NCC(=O)OCc1ccccc1Cl	-2.5	-2.8	-9.4	-2.2	-0.8	9.6	-8.8	0.0
CCOc1cccc(C2C(C(=O)c3cccs3)=C(O)C(=O)N2Cc2cccnc2)c1 (centres undefined)	-1.0	0.2	-8.9	-2.8	-2.7	13.1	-4.3	-17.3
